Compound activity (PubChem BioAssay)
CHOP inh = inhibitors of CHOP promoter induction, primary screen, cell-based, unfolded protein response, luciferase reporter. AID 2732, 2010. actives 3.8% (n = 220,000). inhibition, % at 10 µM. CHO-K1 CHOP-promoter luciferase, tunicamycin-induced, 15-18 h;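 active = compounds that reduced the stress-induced luciferase reporter signal by more than about 70% of percent inhibition, limit read from the data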;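 also: 0% = tunicamycin plus vehicle and 100% = wells without tunicamycin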
EP2 antag = human EP2 receptor antagonists, primary screen, TR-FRET cAMP, C6 glioma cells. AID 1422, 2008. actives 0.52% (n = 260,000). inhibition, % at 25 µM. C6 glioma cells expressing human EP2; cells stimulated with saturating PGE2;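 active = percent inhibition above 40 after rounding to a whole number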;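 also: rat C6 glioma host cells with rolipram phosphodiesterase inhibitor present; the protocol text gives 20 µM as final concentration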
Target sequence (P43116 whole entry, looked up): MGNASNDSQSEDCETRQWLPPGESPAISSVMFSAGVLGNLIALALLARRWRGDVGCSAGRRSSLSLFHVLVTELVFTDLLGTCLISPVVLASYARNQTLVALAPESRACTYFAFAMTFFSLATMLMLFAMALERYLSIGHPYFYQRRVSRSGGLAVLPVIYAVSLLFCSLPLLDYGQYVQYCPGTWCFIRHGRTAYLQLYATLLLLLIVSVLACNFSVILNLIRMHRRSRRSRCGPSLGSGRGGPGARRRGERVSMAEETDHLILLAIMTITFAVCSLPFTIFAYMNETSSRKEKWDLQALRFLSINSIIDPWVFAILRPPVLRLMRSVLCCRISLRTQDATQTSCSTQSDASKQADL
TRPML3 ag = human TRPML3 channel agonists, primary screen, cell-based, HEK293 TRPML3-YFP, Fluo-8 calcium fluorescence, 3 µM; actives 0.29% (n = 220,000); Mucolipin-3 (Homo sapiens), Q8TDD5; 100% = the carbachol control signal; AID 1448, 2008; activation, % at 3 µM;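 active = activation above its plate's cutoff, the mean activation of the plate's test wells plus 3 SD, cut at about 12% in these data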;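 also: 0% = DMSO only wells and 100% = carbachol wells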
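Test system: TRPML3-YFP stable HEK293 cells. Doses: single point at 3 µM. Incubation: dye loading 1 h 37 °C then 30 min ambient, 125 s read. Signal: Fluo-8 calcium dye fluorescence, ex 470-495, em 515-575 nm. Measure: percent activation from peak-to-basal fluorescence ratio, scaled between DMSO and carbachol.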
TRPN1 ag = zebrafish TRPN1 channel agonists, primary screen, cell-based, HEK293, calcium fluorescence | HEK293 zebrafish TRPN1-YFP, Fluo-8 calcium fluorescence; 100% = response to 87 µM carbachol | actives 0.18% (n = 220,000) | transient receptor potential cation channel N1 (TRPN1/NompC), Danio rerio | activation, % at 3 µM;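 active = activation above its plate's cutoff, the mean activation of test wells on that plate plus 3 SD, cut at about 19% in these data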;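 also: 0% = DMSO alone and 100% = 87 µM carbachol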
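Material: zebrafish TRPN1-YFP in HEK293 cells. Doses: one dose of 3 µM, 0.3% DMSO. Incubation: dye 1 h 37 °C plus 30 min RT. Measured by: intracellular calcium fluorescence with Fluo-8.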
EP2 mod = EP2 receptor modulators, cAMP readout, primary screen, cell-based, HTRF cAMP, PGE2 stimulation | actives 0.83% (n = 260,000) | AID 940, 2007 | EP2-expressing cells, cAMP HTRF FRET, PGE2 co-stimulation | Prostaglandin E2 receptor EP2 subtype (Homo sapiens), P43116 | induction, % at 25 µM;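 active = compounds whose cAMP rise, as percent of the full-agonist control response, exceeds 60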;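 also: rat C6 glioma line stably carrying human EP2 under a CMV promoter; the protocol text gives 20 µM as final concentration; 100% = response of wells given 1 µM PGE2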
PPC-1+TRAIL kill = compounds killing PPC-1 cancer cells with TRAIL present, primary screen, TRAIL potentiator project, ATPLite luminescence, uHTS | PPC-1 cells + TRAIL, ATPLite viability luminescence | cell killing (% activity), % at 4 µM | AID 1443, 2008 | actives 0.41% (n = 220,000);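 active = cell killing above 50% in the first pass at 4 µM, then a duplicate retest at 5 µM averaging 50% or more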;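 also: plate controls were cells with TRAIL plus DMSO for no effect and medium-only wells lacking cells for full effect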
14-3-3 Bad PPI = inhibitors of 14-3-3 zeta/Bad binding, primary screen, biochemical, TR-FRET, bovine 14-3-3 zeta | 14-3-3 protein zeta/delta (Bos taurus), P63103 | TR-FRET 14-3-3zeta/Dy647-pBad peptide displacement, 1 h | inhibition, % at 21.7 µM | actives 0.71% (n = 220,000) | AID 781, 2007;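 active = inhibition above about 70%, limit read from the data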;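 also: 0% = full 14-3-3 plus peptide FRET controls and 100% = background without 14-3-3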
Target sequence (P63103 whole entry, looked up): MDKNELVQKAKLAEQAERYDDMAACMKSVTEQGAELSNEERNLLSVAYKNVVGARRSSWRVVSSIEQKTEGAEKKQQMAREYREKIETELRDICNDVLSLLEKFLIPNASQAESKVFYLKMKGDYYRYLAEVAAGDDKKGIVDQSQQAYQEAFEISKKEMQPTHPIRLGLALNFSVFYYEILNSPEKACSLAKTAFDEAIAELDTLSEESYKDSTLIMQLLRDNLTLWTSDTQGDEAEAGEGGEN
NPY1 pot ag = NPY-Y1 receptor potentiators or agonists, primary screen, cell-based; actives 0.37% (n = 220,000); AID 1304, 2008; activation, % at 3.6 µM; NPY-Y1 expressing cells, potentiator/agonist activation; in the data active = activation above about 33%, passing the limit was not always enough;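 also: cells stimulated with NPY at EC10 then isoproterenol at EC100; 0% = low agonist plus stimulus and 100% = saturating agonist plus stimulus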
Target sequence (P25929 whole entry, looked up): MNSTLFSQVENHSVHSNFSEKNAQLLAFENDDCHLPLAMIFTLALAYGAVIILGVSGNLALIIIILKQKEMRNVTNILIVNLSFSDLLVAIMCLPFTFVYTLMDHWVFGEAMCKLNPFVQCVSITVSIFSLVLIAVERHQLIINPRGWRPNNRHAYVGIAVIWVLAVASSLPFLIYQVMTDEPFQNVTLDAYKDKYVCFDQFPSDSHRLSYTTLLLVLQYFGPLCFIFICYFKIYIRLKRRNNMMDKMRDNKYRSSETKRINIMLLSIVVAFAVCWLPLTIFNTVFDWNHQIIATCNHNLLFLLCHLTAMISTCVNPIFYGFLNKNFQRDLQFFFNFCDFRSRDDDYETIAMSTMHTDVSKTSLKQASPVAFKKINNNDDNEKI
NPY-Y1 antag = NPY-Y1 receptor antagonists, primary screen, cell-based | HEK293-CNG Y1 cells, membrane potential fluorescence; NPY at EC95, then isoproterenol | inhibition, % at 3.6 µM | actives 1% (n = 200,000);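 active = inhibition above the campaign mean inhibition of all tested compounds plus 3 SD, cut at about 20% in these data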;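 also: 0% = DMSO wells given NPY plus isoproterenol and 100% = isoproterenol alone without NPY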
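Test system – HEK293 Y1/CNG channel cell line · Also added – NPY agonist 25 nM, then isoproterenol 1 µM plus Ro 20-1724 25 µM · Compound dosing – one concentration, 3.6 µM, in 0.4% DMSO · Schedule – compound incubation 1 h at room temperature, readout 45 min post-stimulation · Technique – fluorescence, membrane potential probe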
* = called active by the depositor; . = not tested or not shown; & = joins results of further samples; [ ] = remark or other dose. Only part of the results is shown, so the mix of outcomes need not match the whole.

SMILES | CHOP inh | EP2 antag | TRPML3 ag | TRPN1 ag | EP2 mod | PPC-1+TRAIL kill | 14-3-3 Bad PPI | NPY1 pot ag | NPY-Y1 antag
CN(C)c1ccc(CNC(=O)C2CCN(S(=O)(=O)c3ccc4c(c3)CCC(=O)N4)CC2)cc1 | -17 | 16 | -0.4 | 0.1 | -5 | 20 | 6 | 6 | 2
CCCCCc1c(C)nc(Nc2ccc(F)cc2)[nH]c1=O | 82* | -2 | 0.5 | -0.3 | 7 | 4 | 2 | 2 | -2
CC(C)c1ccc(N(CC(=O)NCc2ccc(F)cc2)C(=O)c2csnn2)cc1 | 42 | 6 | -0.6 | -1.2 | -5 | 4 | -10 | 19 | 1
O=C(N/N=C/c1ccco1)C1COc2ccccc2O1 (centres undefined) | 0 | 2 | 1.3 | -2.6 | 21 | 2 | 3 | 5 | 3
CC1CN(C(=O)C(C)Sc2nc3ccccc3s2)CC(C)O1 (centres undefined) | 9 | 13 | -0.7 | 0.3 | 5 | 17 | -14 | 5 | 0
CC(C)CC(COCc1ccc(Cl)cc1)N1CCN(C(=O)c2cccc(C(F)(F)F)c2)CCC1=O (centres undefined) | 11 | 9 | -0.4 | 0.4 | 37 | 14 | -15 | -13 | 7
NC(=O)c1cc(-c2ccccc2)sc1NC(=O)Cc1ccc(S(=O)(=O)N2CCOCC2)s1 | 14 | 7 | 0.2 | -0.3 | -40 | 11 | -12 | 10 | -1
Cn1c(SCc2nc(-c3ccccc3)no2)nnc1-c1cccs1 | -8 | 1 | 0.0 | -1.1 | -21 | 24 | 11[fluorescence artefact?] | -48 | 8
O=Nc1c(O)[nH]c2c(F)cccc12 | -2 | 9 | 0.5 | 0.3 | 14 | 9 | 5 | -19 | -1
O=C(O)/C=C/C(=O)c1ccc(O)cc1 | 6 | 10 | 0.5 | -0.4 | 4 | 12 | 0 | 0 | .
Cc1cc(=O)[nH]c(-c2ccc(Cl)cc2)n1 | -6 | 3 | 0.3 | -0.4 | -5 | 8 | 5 | 8 | .
NC(=O)C1CCN(CC(=O)Nc2cccnc2Cl)CC1 | 7 | 1 | 0.5 | 0.9 | 16 | 21 | -4 | 3 | 2
CCN(CC)C(=O)C(=O)c1cn(CCOc2ccccc2)c2ccccc12 | 12 | 9 | 0.4 | -2.0 | 7 | 3 | -9 | 7 | 0
Cc1c(C(=O)OC/C(O)=C(\C#N)c2nc3ccccc3[nH]2)oc2ccc(Br)cc12 | 103* | 6 | 1.0 | 2.3 | -13 | -7 | 3 | -7 | .
O=C(Nc1nnc(CSCc2ccccc2F)s1)c1cccc([N+](=O)[O-])c1 | -2 | 5 | 0.3 | -1.6 | -33 | 8 | 12 | -8 | 3
O=C(C1=C[C@@H](c2ccc(C(F)(F)F)cc2)C[C@@H](OCc2ccc(CO)cc2)O1)N1CCN(Cc2ccc3c(c2)OCO3)CC1 | -1 | -1 | 0.4 | 0.7 | -15 | -1 | 10 | -12 | -1
CCCCNC(=O)COC(=O)c1cc(C)nc2ccccc12 | -12 | 1 | 0.4 | 0.2 | 3 | 1 | -7 | -21 | 0
Cc1cc(C)nc(N2CCCC(C(=O)NNC(=O)c3ccncc3)C2)n1 (centres undefined) | 4 | 8&2 | -0.1 | -0.6 | -31&14 | 5 | 4 | -7 | .
Cc1cc(NC(=O)c2c(F)c(F)c(F)c(F)c2F)no1 | 34 | 10 | 0.2 | -0.8 | 13 | 9 | 4 | -6 | 4
Cc1ccc2c(c1)C(=C(C#N)C#N)C(=O)N2CCN1CCCCC1 | -59 | 5 | 0.3 | 0.8 | -67 | -9 | -3 | 20 | .
COC(=O)c1cn(-c2ccccc2)nc1C(=O)OC | 4 | 4&7 | 0.2 | 0.3 | 9&-24 | 16 | 3 | -10 | 0
CCC(=O)Nc1nnc(SCC(=O)c2ccc3c(c2)Cc2ccccc2-3)s1 | 33 | . | 1.0 | 2.5 | 29 | -7 | . | -14 | -3
Cc1c(/C=N/NC(N)=O)c2ccccn2c1C(=O)c1ccc(F)cc1 | -13 | 8 | 0.6 | 0.9 | -42 | 20 | -13[fluorescence artefact?] | 7 | -8
N#CC1=C(N)Oc2cc(Nc3ccccc3)ccc2C1c1ccncc1 (centres undefined) | -16 | 31 | -0.3 | -0.2 | -39 | 10 | -2 | -2 | -5
COC(=O)c1sc(NC(=O)c2ccc(OC)cc2OC)nc1C | . | 4 | 0.6 | -1.2 | . | . | . | 9 | 1
CCCCNC(=O)c1c[nH]c2ccc(S(=O)(=O)Nc3ccc(OCC)cc3)cc2c1=O | 100* | . | 0.2 | 3.1 | -23 | . | 9 | 14 | 6
O=C(O)C(O)c1ccco1 (centres undefined) | 11 | 4 | 0.7 | -0.6 | 13 | 8 | 16[fluorescence artefact?] | 6 | 7
COc1ccc(N(C)S(=O)(=O)c2cccc(C(=O)OC(C(=O)Nc3cc(C)cc(C)c3)c3ccccc3)c2)cc1 (centres undefined) | 17 | 8 | 0.7 | -1.0 | -1 | 5 | 7 | 7 | 9
O=C(Nc1ccc2nc(-c3ccco3)c(-c3ccco3)nc2c1)N1CCN(c2ccccn2)CC1 | 29 | 19 | 0.5 | 0.7 | -23 | 16 | -3[fluorescence artefact?] | -8 | 0
O=C(CSCc1c(Cl)cccc1Cl)NN1C(=O)c2ccccc2C1=O | 7 | 5 | -0.8 | -2.0 | 18 | 11 | 10 | -16 | 1
CC1(C(=O)c2ccccc2)C2c3c(ccc4ccccc34)OC(=O)C21C(=O)N1CCOCC1 (centres undefined) | -6 | -4 | -0.2 | 0.3 | 40 | 7 | -3 | -16 | 5
Cc1ccc2nc(S(=O)(=O)O)[nH]c2c1 | 54 | 9 | 0.7 | -0.3 | 7 | 4 | 12[fluorescence artefact?] | -4 | -2
N#Cc1c(N)c(C(=O)c2ccc(Br)cc2)n2c1CCC2 | 53 | 8 | 0.4 | -0.2 | 7 | 23 | 0 | -12 | 4
O=C(NCCc1ccccc1)c1n[nH]c2ccccc12 | 21 | 2 | 1.1 | 1.0 | -20 | 27 | -10 | 7 | 1
Brc1cccc(-c2cnco2)c1 | 4 | 1 | 0.9 | 0.8 | -12 | 12 | -14 | -11 | 5
CCSc1nnnn1-c1ccccc1 | 1 | 9 | 0.2 | 0.2 | -1 | -9 | 8 | -27 | 4
COc1cccc(CN2CC(O)=C(c3nc(-c4ccc(Cl)cc4)cs3)C2=N)c1 | -26 | . | 0.3 | 0.4 | 19 | 29 | 36 | -10 | 4
COc1ccc(-n2nnc3c(SCC(=O)Nc4ccccc4F)ncnc32)cc1 | -11 | 5 | 1.4 | -0.2 | -10 | 12 | -7 | 2 | 2
CCCS(=O)(=O)c1nc(S(=O)(=O)c2ccc(C)cc2)c(N2CCc3ccccc3C2)s1 | 17 | 3 | -0.5 | 0.9 | 4 | 14 | -2 | 10 | 1
CC(C)c1ccc(C2C(C#N)=C(N)N3C(=C2C#N)Sc2ccccc23)cc1 (centres undefined) | 42 | 21 | -0.7 | -1.8 | 13 | 21 | -24[fluorescence artefact?] | 13 | 0

As a short view, 2 of the compounds above.
SMILES | CHOP inh | EP2 antag | TRPML3 ag | TRPN1 ag | EP2 mod | PPC-1+TRAIL kill | 14-3-3 Bad PPI | NPY1 pot ag | NPY-Y1 antag
CCSc1nnnn1-c1ccccc1 | 1 | 9 | 0.2 | 0.2 | -1 | -9 | 8 | -27 | 4
COc1cccc(CN2CC(O)=C(c3nc(-c4ccc(Cl)cc4)cs3)C2=N)c1 | -26 | . | 0.3 | 0.4 | 19 | 29 | 36 | -10 | 4

The listing continues:
SMILES | CHOP inh | EP2 antag | TRPML3 ag | TRPN1 ag | EP2 mod | PPC-1+TRAIL kill | 14-3-3 Bad PPI | NPY1 pot ag | NPY-Y1 antag
CN(c1cccc(NC(=O)CN(c2ccc(F)cc2)S(C)(=O)=O)c1)S(C)(=O)=O | 9 | 2 | 0.4 | -1.5 | -16 | 7 | 4 | 10 | 7
CC(C)[C@H](N)c1nnc(SCC(=O)c2ccc(Cl)cc2)o1 | 6 | 4 | 0.8 | -0.9 | 3 | 16 | 13 | -10 | 8
Nc1nc(SC2c3cccc4cccc(c34)C2NS(=O)(=O)c2ccccc2)n[nH]1 (centres undefined) | 24 | 11&6 | 0.1 | -1.6 | -23&-12 | -4 | -10 | 12 | 2
O=C(COC(=O)c1ccc(Cl)c(S(=O)(=O)N2CCCCC2)c1)NCc1ccco1 | -1 | 2 | 0.3 | -0.2 | -5 | -1 | 2 | -7 | 7
CCNC(=S)Nc1ccc(C)c(S(=O)(=O)Nc2ccccc2OC)c1 | 10 | 12 | -0.1 | -0.5 | -38 | 12 | 0 | 2 | .
Cc1ccc(-n2c(-c3cccnc3)n[nH]c2=S)c(C)c1 | 25 | 4 | 0.3 | -0.9 | 14 | 7 | 8[fluorescence artefact?] | -6 | -6
Cc1nnsc1NC(=O)OCC(C)C | 25 | 9 | 0.5 | 1.3 | 10 | 4 | -4 | 2 | 7
CC(NC(=O)NCC1CCCO1)(C(F)(F)F)C(F)(F)F (centres undefined) | 38 | 8 | 0.4 | -0.6 | -5 | -3 | 2 | -11 | -4
C=CCN(CC=C)c1cnn(-c2nc3ccccc3[nH]2)c(=O)c1Cl | 43 | 8 | 0.8 | 0.7 | -10 | 16 | 0 | -24 | 3
CC(C)(C)OC(=O)C1C(=O)CC(C)(O)C(C(=O)OC(C)(C)C)C1c1ccco1 (centres undefined) | 3 | 6 | 1.1 | -0.3 | 9 | 9 | -3 | -9 | -3
CCOc1ccc(-c2nc(=S)[nH][nH]2)cc1 | -26 | 11 | 0.3 | -1.0 | -29 | 27 | -4 | 28 | -9
CC(=O)Nc1ccccc1NC(=O)c1ccc(C)c(C)c1 | 20 | 7 | -0.7 | -0.3 | -5 | 2 | -4 | 1 | -3
O=C1NC(=S)N/C1=C/c1cccc([N+](=O)[O-])c1O | 22 | 7 | 1.1 | 1.3 | 9 | 10 | 30[fluorescence artefact?] | 6 | -5
CS(=O)(=O)N1CCN(c2ccc([N+](=O)[O-])c(NCCN3CCOCC3)c2)CC1 | -19 | . | 0.3 | -0.6 | 8 | -28 | 6 | -16 | -4
CCOC(=O)c1sc2nc(SCC(=O)N(CC)CC)n(CCCN3CCCC3=O)c(=O)c2c1C | 4 | 8 | 0.1 | -0.7 | 12 | . | -6 | 0 | 2
